# PI4K2A block = qHTS for small molecular inhibitors of PI4K2A; hit rate 0.13% among 420,000; purified PI4K2A, ADP-Glo luminescence, 1 h; stronger effect = lower value; activity change, negative = inhibition, % at 76.9 µM; in the data active = activity change below about -50%; inconclusive = mostly about -30% to -49%;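 note: -100% = wells without enzyme as full effect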
#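 In this quantitative HTS, ADP production by PI4K2A was quantified luminescently after 1 h at ambient temperature; 100 microM adenosine served as plate-quality control.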
# GLS inh = qHTS for Inhibitors of Glutaminase (GLS); Glutaminase kidney isoform, mitochondrial (Homo sapiens), O94925; GLS enzymatic activity, qHTS titration; Potency, µM (series often up to 45.5 µM), for the others: at the top dose activity change, negative = inhibition, hits mostly inhibitors; hit rate 0.21% among 410,000; note: potency is the fitted concentration of half-maximal effect; % is set by controls: 0 for no effect and ±100 for the full control effect
#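 Coupled fluorescence readout: glutamate oxidase/HRP/Amplex Red detect glutamate formed by hKGA from L-glutamine (1 mM solution added). Buffer 45 mM KH2PO4 pH 8.2, 0.02% Tween-20; reads at t0 and 30 min RT.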
# G9a inh = qHTS Assay for Inhibitors of Histone Lysine Methyltransferase G9a. AID 504332, 2011. Histone-lysine N-methyltransferase EHMT2 (Homo sapiens), Q96KQ7. hit rate 8.8% among 350,000. Potency, µM (doses to about 102 µM), without a hit: at the top dose activity, negative = inhibition, hits mostly inhibitors. G9a H3K9 monomethylation, AlphaScreen, 2 h; note: potency is the fitted concentration of half-maximal effect; % is set by controls: 0 for no effect and ±100 for the full control effect; nearly all actives have a fitted effect of over 75% in size
#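 Step 1: enzyme (final 20 nM) with compound, 15 min RT. Step 2: substrate peptide 500 nM and SAM 20 uM, 2 h RT. Step 3: anti-H3K9me1 antibody and AlphaScreen beads, 10 min, then plate read.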
# ERG Ets-DNA blk = qHTS for Small Molecule Inhibitors of the ERG Ets/DNA interaction | Transcriptional regulator ERG (Homo sapiens), P11308 | fluorescence polarization, His-ERG Ets domain / labelled DNA | Potency, µM (series often up to 76.9 µM), for inactives: at the highest dose FP activity, negative = inhibition, hits mostly inhibitors | hit rate 0.028% among 370,000; active = well fitted inhibition curve with a large enough effect in the polarisation, with a control signal flat; inconclusive = small, poorly fitted or top-dose-only effect, or effect the other way, or a change in a side signal; inactive = no such curve, though single readings can be large or run the other way; the % refers to the polarisation;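 note: polarization taken with two DNA probes labelled with fluorescein and Texas red; potency is the fitted concentration of half-maximal effect; % of control where 0% means no effect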
#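 His-tagged ERG Ets domain (1 uM in the protein solution; 300mM KCl, 50mM Tris-HCl, 1mM EDTA, 1mM DTT, pH 7.5) received compound, then a probe mix of 5 nM fluorescein-DNA and 100nM Texas-615-DNA. Fluorescence polarization was read for both dyes.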
# HP1b binding inh = HTS for Inhibitors of HP1-beta Chromodomain Interactions with Methylated Histone Tails. AlphaScreen HP1-beta / biotin-H3K9me3 peptide binding. Potency, µM (highest dose often 114 µM), without a hit: at the highest dose activity change, negative = inhibition, usual class: inhibitors. hit rate 0.56% among 390,000; note: potency is the fitted concentration of half-maximal effect; nearly all actives have a fitted effect of over 70% in size; inactives centre near 23
#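 AlphaScreen: HP1-beta (50 nM) preformed 30 min with biotin-H3(1-18)K9me3 peptide (50 nM) in PBS pH 7.4, 0.01% Tween-20. Compound added for 30 min at RT, then streptavidin donor/nickel chelate acceptor beads (10 ug/mL) for 30 min.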
# JMJD2A Tudor inh = qHTS Assay for Inhibitors of JMJD2A-Tudor Domain; AID 504339, 2011; hit rate 4.4% among 390,000; AlphaScreen JMJD2A-Tudor / H3K4me3 peptide binding; Potency, µM (series often up to 114 µM), inactives show at the highest dose activity change, negative = inhibition, most hits filed as inhibitors; Lysine-specific demethylase 4A (Homo sapiens), O75164; note: potency is the fitted concentration of half-maximal effect; % is set by controls: 0 for no effect and ±100 for the full control effect; nearly all actives have a fitted effect of over 50% in size
# Target sequence (O75164 whole entry, looked up, the tested form may be a part): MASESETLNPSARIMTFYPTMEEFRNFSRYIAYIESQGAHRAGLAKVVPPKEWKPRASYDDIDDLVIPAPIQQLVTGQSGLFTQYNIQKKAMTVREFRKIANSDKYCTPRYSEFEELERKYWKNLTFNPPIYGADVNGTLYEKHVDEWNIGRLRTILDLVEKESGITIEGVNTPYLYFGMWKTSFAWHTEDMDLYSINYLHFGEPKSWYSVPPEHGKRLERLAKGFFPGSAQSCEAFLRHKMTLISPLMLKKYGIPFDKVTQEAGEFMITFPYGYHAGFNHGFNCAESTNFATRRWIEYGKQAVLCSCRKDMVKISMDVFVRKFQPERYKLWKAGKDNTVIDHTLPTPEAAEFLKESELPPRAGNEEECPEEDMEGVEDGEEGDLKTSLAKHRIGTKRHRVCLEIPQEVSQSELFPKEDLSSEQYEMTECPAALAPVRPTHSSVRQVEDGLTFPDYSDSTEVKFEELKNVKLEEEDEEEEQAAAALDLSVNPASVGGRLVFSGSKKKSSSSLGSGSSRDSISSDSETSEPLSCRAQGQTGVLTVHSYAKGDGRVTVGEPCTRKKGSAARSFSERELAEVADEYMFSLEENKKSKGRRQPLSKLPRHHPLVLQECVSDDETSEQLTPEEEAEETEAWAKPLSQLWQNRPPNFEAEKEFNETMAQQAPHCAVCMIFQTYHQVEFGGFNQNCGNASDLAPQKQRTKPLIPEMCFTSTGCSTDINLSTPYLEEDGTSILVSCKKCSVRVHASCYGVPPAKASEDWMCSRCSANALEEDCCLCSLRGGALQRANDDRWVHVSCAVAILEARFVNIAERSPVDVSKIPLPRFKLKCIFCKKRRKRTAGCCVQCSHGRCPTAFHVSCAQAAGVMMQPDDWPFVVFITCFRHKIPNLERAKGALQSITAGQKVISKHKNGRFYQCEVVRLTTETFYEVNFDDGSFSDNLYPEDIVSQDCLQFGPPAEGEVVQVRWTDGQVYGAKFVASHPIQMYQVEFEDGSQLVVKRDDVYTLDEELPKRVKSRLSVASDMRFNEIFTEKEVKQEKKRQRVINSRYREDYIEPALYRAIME
# BAZ2B block = qHTS Assay for Inhibitors of BAZ2B. Bromodomain adjacent to zinc finger domain protein 2B (Homo sapiens), Q9UIF8. AlphaScreen BAZ2B-H3K14Ac peptide displacement. Potency, µM (series often up to 114 µM), inactives show top-dose activity change, negative = inhibition, usual class: inhibitors. hit rate 4.4% among 360,000; note: potency is the fitted concentration of half-maximal effect; % is set by controls: 0 for no effect and ±100 for the full control effect; nearly all actives have a fitted effect of over 60% in size
#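 BAZ2B 50 nM plus b-H3(5-23)K14Ac 50 nM, PBS pH 7.4/0.01% Tween-20, 30 min RT; compound added (max 110 uM), 30 min RT; streptavidin donor/Ni-chelate acceptor beads 10 ug/mL final, 20 min dark; AlphaScreen read.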
# RGS4 inh = Inhibitors of Regulator of G Protein Signaling (RGS) 4: qHTS | Regulator of G-protein signaling 4 (Homo sapiens), P49798 | Transcreener GDP fluorescence polarization, RGS4-accelerated GTP hydrolysis | Potency, µM (titrated, usually from 114 µM), without a hit: at the highest dose activity change, negative = inhibition, usual class: inhibitors | hit rate 0.039% among 390,000 | AID 504845, 2011; note: potency is the fitted concentration of half-maximal effect; % is set by controls: 0 for no effect and ±100 for the full control effect; nearly all actives have a fitted effect of over 75% in size; some results filed as inactive show a strong effect at the top dose
#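 MLSMR compounds (23 nl, pin-transferred) preincubated 10 min at room temperature with a 500nM (2x) first reagent, then RGS4 at 900nM (2x) plus Transcreener GDP mix added; fluorescence polarization (620/688 nm) read before and after 90 min at 30 °C.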
# ALOX12 inh = Primary qHTS assay for inhibitors of human arachidonate 12S-lipoxygenase (ALOX12): Round 2; Polyunsaturated fatty acid lipoxygenase ALOX12 (Homo sapiens), P18054; purified 12hLO, xylenol orange hydroperoxide absorbance; Potency, µM (top dose mostly 108 µM), for the others: at the highest dose activity change, negative = inhibition, usual class: inhibitors; hit rate 1.1% among 580,000; note: potency is the fitted concentration of half-maximal effect; % is set by controls: 0 for no effect and ±100 for the full control effect
#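 Purified human 12hLO at 150 nM in 25 mM Hepes, 0.01% Triton X-100, pH 7.0, preincubated 15 min at room temperature with compound. Reaction started with 40 uM arachidonic acid, 30 min at room temperature. Hydroperoxide measured by Fe-xylenol orange, 573/405 nm absorbance ratio.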
# The depositor's hits bear a star; ? = inconclusive; nt = no result given; [ ] = remark or other dose. Unless noted, calls come from the whole dose curve; as a rule, active = well fitted curve in the direction sought with a large enough effect; inconclusive = small, poorly fitted or top-dose-only effect, or another doubt; inactive = no such curve, though single readings can be large; an effect the other way counts as inactive or inconclusive.
no. | PI4K2A block | GLS inh | G9a inh | ERG Ets-DNA blk | HP1b binding inh | JMJD2A Tudor inh | BAZ2B block | RGS4 inh | ALOX12 inh | Compound
1 | 0 | 14% | nt | 6% | 14% | -5% | -5% | -2% | -4% | CC1CCCN(C(=O)c2ccc3c(c2)OCO3)C1 (stereo not drawn)
2 | -1 | 2% | ? | -1% | ? | ? | 32µM* | 6% | -9% | CC(C)OC(=O)c1c2c(n3ccccc13)C(=O)c1ccccc1C2=O
3 | 0 | -7% | -32%[59 µM] | 6% | -4% | -27% | -19% | 1% | 5% | CC1CCN(C(=O)Cn2ncc3c4ccccc4n(Cc4ccc(Cl)cc4)c3c2=O)CC1
4 | 0 | 4% | 11%[59 µM] | -5% | 14% | -14% | -5% | -35% | ? | COC(=O)Cn1c2ccc(C)cc2c2nc(C)sc21
5 | 0 | -6% | -5% | -18% | 23% | 2% | 0% | -7% | -1% | Cc1ccc(NS(=O)(=O)c2ccc(C(=O)N3CCC3)cc2)cc1
6 | -3 | -4% | 25% | -1% | 13% | -16% | 4% | 21% | ? | CCc1nnc(NC(=O)CN2CCCC(C)C2)s1 (stereo not drawn)
7 | -1 | ? | 4% | 1% | -11% | 10µM* | -5% | ? | -10% | CNC(=O)c1nc(C)n(-c2ccc(Cl)cc2Cl)n1
8 | -3 | 0% | 0%[59 µM] | 5% | 58%[activator] | 4% | -33% | -7% | ? | Cc1ccccc1CSc1nc(-c2ccccc2)nc2c1Cc1c(CO)cnc(C)c1O2
9 | -1 | -5% | 8%[59 µM] | 4% | 29% | -2% | -4% | 10% | -4% | CCOc1ccc(N(C(C)C(=O)NN=C2CCCCCCC2)S(C)(=O)=O)cc1 (stereo not drawn)
10 | 0 | -3% | nt | 7% | 28% | -15% | -3% | 18% | 1% | O=C(O)c1ccc(/C=N/N2CCN(Cc3ccc(Cl)cc3)CC2)cc1
11 | -6 | 2% | nt | 11% | 15% | -21% | nt | 12% | ? | C#CCOCCOCCOCCNc1nc(N2CCN(C(=O)[C@H]([C@@H](C)CC)n3cc(CCC(=O)O)nn3)CC2)nc(N2CCN(C(=O)[C@H](CCCCN)n3cc(CCC(=O)O)nn3)CC2)n1
12 | 4 | 11% | ? | -1% | 40%[activator] | -17% | -18% | 4% | 7% | Cc1ccc(S(=O)(=O)NC(C)(C)CN2CCNCC2)cc1
13 | 1 | -3% | nt | 1% | 30% | -18% | -4% | 7% | 0% | CC(c1ccon1)N(C)C(=O)CCc1nnc(Cc2ccc(-c3ccccc3)cc2)o1 (stereo not drawn)
14 | -4 | -11% | ? | 0% | 5% | -33% | ? | ? | ? | COc1cc2c(cc1OC)C(c1ccc(-c3ccc(Cl)cc3Cl)o1)=NCC2
15 | 1 | -10% | -5%[59 µM] | -3% | 39%[activator] | -18% | -1% | -1% | -4% | CC(=O)c1ccc(NC(=O)c2cc3sccc3n2Cc2ccc(F)cc2)cc1
16 | 0 | -11% | nt | 4% | 13%[57 µM] | -4% | nt | 12% | -5% | Cn1c(=O)c2nc(SCc3ccccc3)n(C)c2n(C)c1=O
17 | -5 | 3% | 14µM* | -7% | ? | 20µM* | 10µM* | -12% | -28% | CN(C)c1ccc(C(CNS(=O)(=O)c2ccc(F)cc2)N2CCc3ccccc32)cc1 (stereo not drawn)
18 | 2 | 1% | -47%[59 µM] | 4% | 69%[activator] | -9%[57.1 µM] | -1% | -7%[56.9 µM] | 0% | Cc1ccc(NC(=O)CSc2nnc(CN3CCOCC3)n2-c2ccccc2)cc1
19 | 1 | 3% | -1%[12.7 µM] | -6% | -13% | -27% | -34% | -3% | -5% | Cn1cccc1CNC(=O)Nc1ccccc1
20 | -9 | 0% | nt | 9% | 11% | -22% | ? | -2% | 0% | Nc1c(C(=O)N/N=C/c2ccc(OCc3ccccc3)cc2)cnn1-c1ccccc1
21 | 14 | -1% | -10%[12.7 µM] | 4% | 37% | -19% | -6% | -4% | 29% | NC(=O)c1ccsc1NC(=O)COC(=O)CNC(=O)c1ccc(F)cc1
22 | -10 | 5% | ? | 3% | 13% | ? | nt | -7% | ? | Cc1ccc(N(CC(=O)Nc2ccc(Cl)cc2)S(=O)(=O)c2cccc3nonc23)cc1
23 | -7 | -2% | ? | -2% | 42%[activator] | -14% | -3% | 9% | -27% | COc1ccc(-c2cc(=O)c3cc(C)ccc3[nH]2)cc1
24 | 3 | 9% | 32%[59 µM] | -3% | 113%[activator] | 30% | 20% | -7% | -3% | CCc1ccccc1NC(=O)N1CC(CC)Oc2ccc(Cl)cc21 (stereo not drawn)
25 | 1 | -8% | 7%[59 µM] | 1% | 26% | 4% | 1% | -33% | ? | Cc1nnc(N2C(=O)c3oc4ccccc4c(=O)c3C2c2ccc(F)cc2)s1 (stereo not drawn)
26 | -3 | -1% | 13µM* | -2% | ? | ? | ? | 22%[11.4 µM] | ? | CC1=NCC(C)c2c1[nH]c1ccccc21 (stereo not drawn)
27 | -9 | 6% | -6%[12.7 µM] | -7% | 45%[activator] | 0% | -4% | -1% | 4% | CCOC(=O)CNc1nc(-c2ccncc2)nc2ccccc12
28 | 2 | 21% | 59%[activator][59 µM] | 2% | 15% | -17% | -37% | 22% | -2% | Cc1cccc(NC(=O)CN(C)S(=O)(=O)c2cccc3nsnc23)c1C
29 | 0 | 0% | ? | 1% | 31% | -1% | 4% | 3% | -6% | CSCCC(NC(=O)c1ccco1)C(=O)NCc1ccc2c(c1)OCO2 (stereo not drawn)
30 | -3 | 19% | -50%[59 µM] | 9% | 34% | -30% | -22% | -33% | -1% | CC(C)C(=O)Nc1cccc(NC(=S)NC(=O)c2ccccc2Cl)c1

# Molecules from the list above that contain a thiophene ring, fused or not:
no. | PI4K2A block | GLS inh | G9a inh | ERG Ets-DNA blk | HP1b binding inh | JMJD2A Tudor inh | BAZ2B block | RGS4 inh | ALOX12 inh | Compound
15 | 1 | -10% | -5%[59 µM] | -3% | 39%[activator] | -18% | -1% | -1% | -4% | CC(=O)c1ccc(NC(=O)c2cc3sccc3n2Cc2ccc(F)cc2)cc1
21 | 14 | -1% | -10%[12.7 µM] | 4% | 37% | -19% | -6% | -4% | 29% | NC(=O)c1ccsc1NC(=O)COC(=O)CNC(=O)c1ccc(F)cc1

# The listing continues.
no. | PI4K2A block | GLS inh | G9a inh | ERG Ets-DNA blk | HP1b binding inh | JMJD2A Tudor inh | BAZ2B block | RGS4 inh | ALOX12 inh | Compound
31 | -2 | 14% | 0%[12.7 µM] | -7% | 31%[activator] | -3% | -15% | 0% | 3% | COc1ccccc1NS(=O)(=O)c1ccc(C)c(NC(=O)C2CCCO2)c1 (stereo not drawn)
32 | -7 | -2% | 2%[12.7 µM] | -4% | 13% | 0% | 1% | 19% | 0% | CC(C(=O)NC1CCCCCC1)N(c1ccccc1)S(C)(=O)=O (stereo not drawn)
33 | 1 | 2% | 6% | 3% | 26% | 6% | -2% | -31% | 0% | O=C(CS(=O)(=O)c1cccc(C(F)(F)F)c1)Nc1ccccc1Cl
34 | 3 | -2% | -33%[59 µM] | 11% | 33% | -11% | -2% | -4% | -3% | CCNC(=O)CCSc1nnc(-c2ccco2)o1
35 | 0 | 0% | nt | 0% | 38% | -7% | nt | 6% | 17% | C[C@@H]1CN(S(=O)C(C)(C)C)[C@H](CCO)/C1=C\CCO (stereo partly drawn)
36 | 1 | 10% | 14% | 1% | 4% | -15% | -9% | 1% | -25% | NC(=O)Cc1nc2scc(-c3ccc(Cl)cc3)c2c(=O)[nH]1

# Quoted at random: three records from the list
no. | PI4K2A block | GLS inh | G9a inh | ERG Ets-DNA blk | HP1b binding inh | JMJD2A Tudor inh | BAZ2B block | RGS4 inh | ALOX12 inh | Compound
36 | 1 | 10% | 14% | 1% | 4% | -15% | -9% | 1% | -25% | NC(=O)Cc1nc2scc(-c3ccc(Cl)cc3)c2c(=O)[nH]1
31 | -2 | 14% | 0%[12.7 µM] | -7% | 31%[activator] | -3% | -15% | 0% | 3% | COc1ccccc1NS(=O)(=O)c1ccc(C)c(NC(=O)C2CCCO2)c1 (stereo not drawn)
33 | 1 | 2% | 6% | 3% | 26% | 6% | -2% | -31% | 0% | O=C(CS(=O)(=O)c1cccc(C(F)(F)F)c1)Nc1ccccc1Cl

# Source: PubChem

# An excerpt; rates above refer to the full screens.
